S3 lipid droplet: qHTS Assay for Lipid Storage Modulators in Drosophila S3 Cells; Drosophila S3 cells, BODIPY lipid droplet fluorescence, 18-24 h; cells fed with added oleic acid; lipid storage change, negative = inhibition, % at the top dose, mostly 46.1 µM; hits show Potency in µM; actives 0.64% (n = 320,000); active means well fitted inhibition curve with a large enough effect in the signal ratio, with a control signal flat, not every such curve was filed as active; inconclusive means small, poorly fitted or top-dose-only effect, or effect the other way, or a change in a side signal; the % refers to the signal ratio
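Drosophila S3 cells got compounds at several concentrations plus oleic acid (400 uM solution). Laser-scanning cytometry with 488 nm excitation read lipid droplets at 500-530 nm and cells at 575-640 nm. Percent activity was relative to 20 uM Triacsin C.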
S3 lipid droplet cell count max: also measured in S3 lipid droplet; calls as there; cell number change, %; measured here: cell count max response;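 cells counted by Cell Tracker Red CMTPX staining in the red channel; peak over a dose series mostly up to 46.1 µM; percent activity relative to internal control wells on each plate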
Starred values were filed as active, the others as inactive; i = inactive; u = inconclusive; x = not tested or not shown; & = joins results of further samples. On the % scale 0 is the no-effect control and ±100 the full control effect; potency means the concentration at half of the fitted maximal effect. Some of the compounds tested; the hit share may differ from the screen's.

SMILES	S3 lipid droplet	S3 lipid droplet cell count max
CC(=O)N=Cc1c(C)c(C#N)c(=O)n(C)c1O	12.3%	-8.2
O=C(CN1CCN(Cc2ccccc2F)C1=O)NCCN1CCOCC1	u	x
Cc1ccc(NC(=O)CSc2nnc(-c3ccco3)c(-c3ccco3)n2)cc1	17.8%	-11.5
Cn1cnc2c1c(=O)n(Cc1c(Cl)cccc1Cl)c(=O)n2C	u	x
COc1ccc(-c2[nH]ncc2/C=C(/C#N)C(=O)NC2CCCCCC2)cc1	u	x
NC(=O)CC(NC(=O)Cc1ccc(Br)cc1)c1ccc(N2CCN(c3ccc(F)cc3)CC2)c([N+](=O)[O-])c1 (stereo unspecified)	u	x
Cc1c(CN2CCCCC2)c(O)n(CCCO)c(=O)c1C#N	-14.0%	-3.5
COc1cccc(OCc2cc(/C=N/NC(=O)c3nc(Cl)c(Cl)c(N)c3Cl)ccc2OC)c1	u	x
CC(=O)Nc1ccc(NC(=O)c2cccc(-c3cc4ccccc4oc3=O)c2)cc1	u	x
Cc1ccc(OCCCC(=O)N2CCN(S(=O)(=O)c3cccc(F)c3)CC2)cc1	u	x
O=C(OCC(=O)N(C1CCCCC1)C1CCCCC1)c1ccncc1	-9.8%	-1.4
Cn1c(SCC(=O)N2CCN(S(=O)(=O)c3ccc(Cl)cc3)CC2)nc2ccccc21	u	x

In the list so far, 2 contain an aryl thioether with sulfur outside any ring.
SMILES	S3 lipid droplet	S3 lipid droplet cell count max
Cc1ccc(NC(=O)CSc2nnc(-c3ccco3)c(-c3ccco3)n2)cc1	17.8%	-11.5
Cn1c(SCC(=O)N2CCN(S(=O)(=O)c3ccc(Cl)cc3)CC2)nc2ccccc21	u	x

More compounds
SMILES	S3 lipid droplet	S3 lipid droplet cell count max
O=C1[C@@H]2[C@@H]3C[C@@H]([C@H]4ON=C(c5ccc(OCc6ccccc6)cc5)[C@@H]34)[C@@H]2C(=O)N1c1ccc2c(c1)OCO2	13.3%	2.0
Cc1nn(CC(=O)Nc2ccc(S(N)(=O)=O)cc2)c(=O)c2ccccc12	-3.6%	14.6
NC(=O)NC(=O)COC(=O)c1ccc(Cl)c(S(=O)(=O)N(Cc2ccccc2)c2ccc(Cl)cc2)c1	-15.9%	x
CCCc1[nH]nc2c1C(c1ccc(OCCN3CCOCC3)c(OC)c1)C(C#N)=C(N)O2 (stereo unspecified)	16.7%	1.2
COc1ccc(CNS(=O)(=O)c2ccc(OC)cc2)cc1	i	5.3
CN(Cc1ccccc1)S(=O)(=O)c1ccc(Cl)c(C(=O)N2CCC2)c1	u	x
CC(C)(C)/C(O)=C/c1nc2ccccc2[nH]c1=O	u	x
N#Cc1cnc(N)c(Br)c1	u	x
CCc1cn(S(=O)(=O)c2ccccc2OC)nc1N	u	x
CCOC(=O)c1ccc(N=c2sc(C(=O)OC)cc(=O)n2CCCN2CCOCC2)cc1	0.9%&-12.3%	10.8&-23.2
COC(=O)c1ccccc1NC(=O)N1CCN(c2ccccc2F)CC1	13.5%	25.6
CN(C)c1ccc(/C=N/NC(=O)c2ccccc2O)o1	1.6%	x
COc1ccc(NC(=S)NCc2cccs2)c(OC)c1	i	x
Cc1ccc(Cn2c(SC3CCOC3=O)nc3ccccc3c2=O)cc1 (stereo unspecified)	u	x
Cc1ccn2c(C(=O)CSc3ccc(Cl)cc3)c(C)nc2c1	u	x
CCOc1ccc(NC(=O)Cn2c(=O)oc3ccccc32)cc1	i	21.9
COc1cccc(N2C(=O)c3ccncc3C2=O)c1	u	x
COc1ccc(CCNC(=O)Cn2cnc3c(nnn3Cc3ccc(C)cc3)c2=O)cc1OC	5.5%	-15.1
O=C(COC(=O)c1ccc([N+](=O)[O-])o1)c1ccccc1	u	x
COc1cccc(NC(=O)CN(C)S(=O)(=O)/C=C/c2ccccc2)c1	u	x
COc1cc(C(=O)O)c([N+](=O)[O-])c(OC)c1OC	u	x
CCOc1ccc(S(=O)(=O)NCc2ccncc2)cc1	u	x
COc1ccc2c(C(=O)c3ccc(C)cc3)n(CCC(N)=O)[n+]([O-])c2c1	u	x
Nc1nc(NC(=O)CCCC(=O)O)nn1-c1ccccc1	u	x

Gathered by group, the entries above containing a COOH group (two)
SMILES	S3 lipid droplet	S3 lipid droplet cell count max
COc1cc(C(=O)O)c([N+](=O)[O-])c(OC)c1OC	u	x
Nc1nc(NC(=O)CCCC(=O)O)nn1-c1ccccc1	u	x

The listing picks up, repeating the three entries before the break.
SMILES	S3 lipid droplet	S3 lipid droplet cell count max
CCOc1ccc(S(=O)(=O)NCc2ccncc2)cc1	u	x
COc1ccc2c(C(=O)c3ccc(C)cc3)n(CCC(N)=O)[n+]([O-])c2c1	u	x
Nc1nc(NC(=O)CCCC(=O)O)nn1-c1ccccc1	u	x
C/C=C/C(=O)OCC(=O)Nc1ccc(C)c(S(=O)(=O)N(C)C)c1	u	x
CC(OC(=O)c1cccs1)C(=O)NC1CC1 (stereo unspecified)	u	x
CCCC(=O)N1CCc2[nH]c3ccccc3c2C1	14.5%	-4.0
Cc1cc(OC(=O)c2ccccc2Cl)cc(=O)n1C	u	x
CC(/C=C1\SC(=S)N(NC(=O)c2ccc(C)cc2)C1=O)=C\c1ccccc1	-0.2%	4.9
CCn1c(SCC(=O)Nc2nccs2)nnc1C1CC1	u	x
Cc1ccc(O)c(C(=O)CC(=O)c2ccc(C(C)(C)C)cc2)c1	u	x
O=Cc1ccc(OCc2nnc(-c3ccccc3Br)o2)cc1	u	x
CCCN(CCC)CCCNC(=O)C1c2cc(OC)c(OC)cc2C(=O)N(C)C1c1cccs1 (stereo unspecified)	u	x
COc1ccccc1CN(C)C(=O)c1ccccc1SCC(=O)N1CCCC1	u	x
CCCNC(=O)c1ccc2c(c1)C1C3CCC(C3)C1C(c1ccccc1)N2 (stereo unspecified)	i	16.8
Cn1ccnc1SCC(=O)Nc1nc2ccccc2s1	-10.5%	8.3
CCOC(=O)N1CCN(CC(O)COc2ccc(C)c(C)c2)CC1 (stereo unspecified)	u	x
O=C(CNC(=O)C1CCCCC1)OCC(=O)c1ccc(Br)cc1	i	1.4
CCOc1ccc(-c2nc(C#N)c(N3CCCCCC3)o2)cc1	i	x
O=C(NCc1ccccn1)c1cc(S(=O)(=O)N2CCCCCC2)ccc1Cl	u	x
COc1ccc(CNc2nc(NCc3ccc(OC)cc3)c3[nH]cnc3n2)cc1	u	x
COc1ccccc1N1C(=O)C2C(c3ccc(F)cc3)NN(C(=O)c3ccc(C)cc3)C2C1=O (stereo unspecified)	u	x
Cc1ccc(CN2CCN(C(=O)CCc3ccccc3)CC2)cc1	u	x
O=[N+]([O-])c1cccc(C2=NC(c3ccccc3)CO2)c1 (stereo unspecified)	u	x
COc1ccc(-c2cc(CNS(=O)(=O)c3ccccc3)on2)cc1	u	x
COc1ccccc1C(=O)NCCC(=O)Nc1ncccc1C	u	x
CCCCn1c(=O)[nH]c(=O)c2c1nc(-c1ccsc1)n2Cc1ccccc1	u	x
CCOc1cc(C(=O)NCCCn2ccnc2)cc(OCC)c1OCC	u	x
OC(COc1cccc2ccccc12)CN1CCN(c2ccc(Cl)cc2)CC1 (stereo unspecified)	u	-11.0
Cc1c[nH]c(=O)c([N+](=O)[O-])c1	u	x
Cc1cc(C)cc(-n2ncc3c2CCCC3NC(=O)CCN2CCCC2=O)c1 (stereo unspecified)	u	x
CC(Oc1cccc(Cl)c1)C(=O)Nc1ccccc1N1CCCCC1 (stereo unspecified)	-4.1%	7.9
CC(SCc1ccccc1)C(=O)N/N=C/c1ccc(OCC(=O)NCc2ccco2)cc1 (stereo unspecified)	u	x
CNc1ccccc1C(C)(C)c1cn(-c2ccc([N+](=O)[O-])cc2)nn1	u	x
O=C(NCC1CCN(Cc2ccccc2Cl)CC1)Nc1cccc(Cl)c1	-20.2%	-30.5
N#C/C(=C\c1ccc(N2CCCCC2)c([N+](=O)[O-])c1)c1nn(-c2ccccc2)c(N)c1C#N	-2.9%	-16.0
COc1ccc(S(=O)(=O)N(CC(=O)N2CCN(c3ccccc3)CC2)c2ccccc2)cc1	u	x
COc1ccc(C2C=C(c3ccc(C)c(C)c3)Nc3ncnn32)c(OC)c1OC (stereo unspecified)	u	x
C=CCn1c(-c2sc(-c3ccccc3)nc2C)n[nH]c1=S	0.0%	20.6
Cc1n[nH]c(C)c1CCNC(=O)C1CCC(=O)N(Cc2ccccc2F)C1 (stereo unspecified)	i	-7.2
Cc1cc(C)c(N(C(=O)CN2C(=O)c3ccccc3S2(=O)=O)C(C(=O)NCC2CCCO2)c2ccc(F)cc2)c(C)c1 (stereo unspecified)	-7.7%	10.4
Cc1c(C(=O)NCc2ccc3c(c2)OCO3)oc2ccccc12	10.1%	6.8
Cc1ccc(C2CC(=O)C=C(NCc3ccccc3)C2)cc1 (stereo unspecified)	u	x
O=C(Cn1cnc([N+](=O)[O-])n1)c1ccccc1	-3.0%	-10.3
Cc1ccc(C(=O)NC(=S)NCc2ccco2)cc1	u	x
COc1ccc(Nc2cc(C(=O)NCc3ccccn3)c3ccccc3n2)c(OC)c1	u	x
O=C(NCc1ccccn1)c1ccc(NS(=O)(=O)c2cccc([N+](=O)[O-])c2)cc1	-28.6%	3.3
Cc1sc(NC(=O)c2ccco2)c(CN2CCN(c3ccccn3)CC2)c1C	u	x
Cc1cccc(N2CCN(C(=O)c3ccccc3OCc3c(C)noc3C)CC2)c1C	i	11.8
O=[N+]([O-])c1cccc(-c2nc(-c3cccs3)c(-c3cccs3)[nH]2)c1	u	x
Cc1nc(-c2cccnc2)sc1C(=O)Nc1ccc(F)cc1F	u	x
CC(C(=O)NCc1ccccc1)N1C(=O)c2ccccc2C1=O (stereo unspecified)	u	x
Cc1nc2ccc(NC(=O)NCCCO)cc2s1	u	x
Cn1c(=O)[nH]c(=O)c2c1nc(Br)n2CCSc1nc2ccccc2o1	i	-7.6
COc1ccc(S(=O)(=O)N(CCc2ccccc2)CC(=O)NC(C)C)cc1	u	x
S=C(Nc1ccccc1)Nc1ccc(Cl)cn1	7.4%	7.1
CCn1c(SCC(=O)NCc2ccc3c(c2)OCO3)nnc1-c1cccs1	u	x
COc1ccc(S(=O)(=O)NCc2cccnc2)cc1OC	18.9%	16.1
COc1ccc(NC(=O)CSCC(=O)Nc2ccc(S(=O)(=O)N3CCOCC3)cc2)cc1	u	x
Cc1cccn2c(CNC3CCCc4ccccc43)c(C(=O)N3CCCCC3)nc12 (stereo unspecified)	15.6%	-0.7
CCCCC(=O)NC(c1ccccc1)c1ccc2cccnc2c1O (stereo unspecified)	u	x
Cc1ccc(-c2noc(CN(C)C(=O)c3ccoc3C)n2)cc1	27.6%	1.7
CCOC(=O)c1csc(NC(C)=O)n1	u	x
Cn1c(=O)c2c(ncn2CC(=O)OCC(=O)Nc2ccccc2Cl)n(C)c1=O	-2.8%	5.1

(further entries)
SMILES	S3 lipid droplet	S3 lipid droplet cell count max
Cn1c(Cc2ccccc2)nnc1SCC(=O)NC1CCCCC1	u	x
O=C(O)Cc1ccc(C(=O)c2ccccc2F)s1	u	x
COC(=O)c1ccc(C2C(C(=O)c3cc4ccccc4o3)=C(O)C(=O)N2CCCN(C)C)cc1 (stereo unspecified)	-9.3%	-10.0
O=CN1CCN(C(=S)NC(=O)c2ccc(Cl)cc2)CC1	u	x
COc1ccc2[nH]c3c(Cl)ncnc3c2c1	u	x
COc1ccc(/C=N/Nc2cc(C)nc(N3CCOCC3)n2)c(OC)c1	-17.1%	-6.4
N#Cc1ccccc1S(=O)(=O)N1CCN(Cc2c(O)ccc3ccccc23)CC1	u	x
CCN(CC)c1ccc(/C=C(/C#N)c2nc3ccc(C)cc3[nH]2)c(OC(C)C)c1	u	x
CCN(CC)C(=O)CN(c1cc(Cl)ccc1OC)S(=O)(=O)c1ccc(C)c([N+](=O)[O-])c1	u	x
CSCCC(NS(=O)(=O)c1ccc(C)cc1)C(=O)NC1CCCCCC1 (stereo unspecified)	u	x
CC1CCc2sc(C(=O)NCCCn3ccnc3)cc2C1 (stereo unspecified)	22.9%	-3.8
CCOc1ccc(NC(=O)CN(C)S(=O)(=O)c2cccc3cccnc23)cc1	-4.2%	-12.9
COC(=O)C1C(=O)OC(C)(C)C1C(C)C(=O)c1ccc(C)cc1C (stereo unspecified)	14.6%	4.0
CCN1CCN(CCCCSc2ccccc2)CC1	0.1%	-2.0
O=C(C1=C[C@H](c2ccc(C(F)(F)F)cc2)C[C@H](OCc2ccc(CO)cc2)O1)N1CCN(Cc2ccccc2)CC1	-6.6%	-0.5
N#Cc1nc(-c2ccc(OCc3ccc(Cl)cc3)cc2)oc1N1CCC(C(N)=O)CC1	u	x
CCN1CCCC1CNCc1cc(OC)c(OC)c(OC)c1 (stereo unspecified)	u	x
O=C(N=C1SC2CS(=O)(=O)CC2N1c1ccc(Cl)cc1Cl)C1CCCO1 (stereo unspecified)	u	x
O=C1c2ccccc2S(=O)(=O)N1CC(O)Cn1ccc2ccccc21 (stereo unspecified)	u	x
COc1cc(NC(=O)CN2C(=O)c3ccccc3S2(=O)=O)c(OC)cc1Cl	14.3%	-14.5
CCCN(C(=O)c1cc(C)ccc1C)c1c(N)n(Cc2ccccc2)c(=O)[nH]c1=O	u	x
COc1cccc(C(=O)Nc2ccc(NC(=O)c3ccco3)cn2)c1	u	x
CCOC(=O)c1ccc(-c2ccc(/C=N/NC(=O)CN(c3ccccc3Br)S(C)(=O)=O)o2)cc1	9.2µM*	-15.9*
COc1ccc(C(=O)Nn2c(CC(C)C)nc3cc(Cl)ccc3c2=O)c(OC)c1	-10.9%	19.2
O=C1C2C3C=CC(C3)C2C(=O)N1c1nc2ccccc2s1 (stereo unspecified)	2.8%	7.0

Assay outcomes as filed in PubChem.
